Screens as filed in PubChem BioAssay.
Apaf-1 inh: inhibitors of human Apaf-1 apoptosome, primary screen, biochemical, DEVD-Rh110 fluorescence, uHTS; AID 489030, 2010; reconstituted apoptosome caspase-3 activity; inhibition, % at 20 µM; 330,000 compounds, 0.71% hits; active means inhibition of at least 40% at 20 µM;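 further: plate controls were DMSO wells for no effect and DEVD-CHO caspase inhibitor wells for full effect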
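Medium: Hepes buffer, pH 7.5 / System: biochemical Apaf-1 apoptosome reconstitution / Measured by: Rh110 fluorescence, excitation 480 nm, emission 540 nm / Times: compound with Apaf-1, dATP, procaspase-3 30 min, then 50 min reaction, room temperature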
SENP8 block-1: human SENP8 protease inhibitors, primary screen, biochemical, fluorescence, Nedd8 protein substrate, uHTS. recombinant SENP8. 360,000 compounds, 0.64% hits. Sentrin-specific protease 8 (Homo sapiens), Q96LD8. inhibition, % at 20 µM. AID 602440, 2012; in the data active means inhibition mostly above about 40%, no sharp cut-off; inactive means mostly below about 27%
Target sequence (Q96LD8 whole entry, looked up): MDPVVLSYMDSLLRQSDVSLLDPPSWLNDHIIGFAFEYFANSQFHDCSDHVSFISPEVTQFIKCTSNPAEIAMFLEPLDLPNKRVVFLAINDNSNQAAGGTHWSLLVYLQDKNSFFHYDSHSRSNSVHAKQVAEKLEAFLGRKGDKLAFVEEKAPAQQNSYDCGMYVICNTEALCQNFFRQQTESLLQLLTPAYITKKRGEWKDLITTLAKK
PfGluPho inh: PfG6PD enzyme inhibitors, primary screen, biochemical, fluorescence intensity, uHTS | PfGluPho enzyme, NADPH resazurin-diaphorase fluorescence | AID 504690, 2011 | inhibition, % at 20 µM | glucose-6-phosphate dehydrogenase-6-phosphogluconolactonase (Plasmodium falciparum 3D7) | 350,000 compounds, 0.78% hits;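 active means inhibition reaching at least a set limit at 20 µM in the primary screen, cut at about 59% in these data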;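 further: 0% = DMSO wells with substrate and 100% = DMSO wells lacking glucose-6-phosphate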
HKDC1 inh: HKDC1 hexokinase inhibitors, primary screen, biochemical, fluorescence, uHTS; Q2TB90; recombinant HKDC1, G6PDH/diaphorase resazurin coupled fluorescence; inhibition, % at 20 µM; 340,000 compounds, 0.16% hits;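 active means inhibition above about 35% when tested at 20 µM, limit read from the data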;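 further: plate controls were DMSO wells with enzyme for no effect and DMSO wells lacking enzyme for full effect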
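Incubation: 90 min at room temperature in dark / Material: recombinant HKDC1 (HK5) hexokinase enzyme, produced in-house / Quantity: enzyme 5 µg/mL final / Compound: one dose of 20 µM, 1% DMSO / Reagent: glucose and ATP substrates / Buffer or medium: Tris pH 8.0 buffer with MgCl2, Tween-20, BSA, BME / Technique: resorufin fluorescence at 613 nm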
SENP6 inh: SENP6 protease inhibitors, primary screen, biochemical, luminescence, uHTS; Sentrin-specific protease 6 (Homo sapiens), Q9GZR1; Recombinant SENP6 catalytic domain, aminoluciferin luminescence; inhibition, % at 10 µM; 330,000 compounds, 1.8% hits; AID 2599, 2010;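 active means inhibition above about 50% at the single tested dose, limit read from the data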;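 further: plate controls were DMSO wells with enzyme for no effect and DMSO wells lacking enzyme for full effect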
Target sequence (Q9GZR1 628-1112 limits assumed): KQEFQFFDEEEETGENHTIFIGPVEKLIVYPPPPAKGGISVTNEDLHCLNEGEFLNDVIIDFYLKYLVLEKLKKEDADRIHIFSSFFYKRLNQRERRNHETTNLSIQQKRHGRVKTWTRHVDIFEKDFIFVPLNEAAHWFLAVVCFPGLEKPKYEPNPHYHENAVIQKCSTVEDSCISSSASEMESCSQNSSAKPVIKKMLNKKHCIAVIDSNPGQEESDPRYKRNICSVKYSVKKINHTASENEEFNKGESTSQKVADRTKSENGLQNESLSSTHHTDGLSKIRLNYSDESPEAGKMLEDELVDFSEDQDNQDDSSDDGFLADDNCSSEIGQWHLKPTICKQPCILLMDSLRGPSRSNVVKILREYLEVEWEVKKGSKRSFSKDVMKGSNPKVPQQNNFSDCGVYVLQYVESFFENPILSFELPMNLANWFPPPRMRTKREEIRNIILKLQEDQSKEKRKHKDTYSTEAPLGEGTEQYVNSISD
SENP1 inh: human SENP1 catalytic domain inhibitors, primary screen, biochemical, FRET, uHTS | Sentrin-specific protease 1 (Homo sapiens), Q9P0U3 | recombinant SENP1 catalytic domain, CyPet-SUMO1-YPet FRET cleavage | inhibition, % at 10 µM | 360,000 compounds, 0.21% hits;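 active means inhibition at least 30% at 10 µM, raw YFP signal under a set limit, fluorescence ratio 0.5 to 1.5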;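 further: 0% = enzyme with DMSO and 100% = no enzyme wells; some results filed as inactive read as strong as hits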
Target sequence (Q9P0U3 419-644 limits assumed): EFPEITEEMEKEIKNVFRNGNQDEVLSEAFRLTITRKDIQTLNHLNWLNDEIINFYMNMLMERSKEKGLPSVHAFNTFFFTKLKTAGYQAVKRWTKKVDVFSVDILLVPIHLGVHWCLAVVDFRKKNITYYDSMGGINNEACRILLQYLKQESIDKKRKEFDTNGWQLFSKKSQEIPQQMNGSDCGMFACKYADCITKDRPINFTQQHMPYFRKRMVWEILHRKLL
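Controls: no-enzyme wells low, DMSO-plus-enzyme wells high control. Test system: human recombinant His6-tagged SENP1 catalytic domain enzyme. Reagent: SFCypet-SUMO1-SFYpet FRET protein substrate, 25 nM final. Doses: one dose per compound, 10 µM, 0.5% DMSO. Detection: FRET, CFP and YFP emission. Timing: 50 min reaction at room temperature.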
SENP7 inh: SENP7 protease inhibitors, primary screen, biochemical, luminescence, uHTS; recombinant SENP7, Z-RLRGG-aminoluciferin luminescence, 40 min; inhibition, % at 5 µM; 330,000 compounds, 1.5% hits; AID 434973, 2010;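 active means inhibition above about 50% at the single test dose, limit read from the data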;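 further: plate controls were DMSO with enzyme for no effect and no enzyme buffer wells for full effect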
SENP8 block-2: SENP8 protease inhibitors, primary screen, biochemical, luminescence; inhibition, % at 10 µM; 330,000 compounds, 1.2% hits; purified SENP8, Z-RLRGG-aminoluciferin cleavage; Sentrin-specific protease 8 (Homo sapiens), Q96LD8; AID 2540, 2010; in the data active means inhibition above about 50%
* = called active by the depositor; . = no result given.

1	COc1ccc(/C=C2/SC(=S)N(Cc3ccccc3)C2=O)cc1O
2	Cn1nc(C(=O)NC2CCCCCC2)ccc1=O
3	CC1CCN(C(=O)COC(=O)c2ccc(F)c(S(=O)(=O)N3CCOCC3)c2)CC1
4	CCOC(=O)c1sc(=NC(=O)c2ccc(C)c(C)c2)n(C)c1C
5	COc1ccc(C(=O)O)c(O)c1
6	Cc1ccc2nc(-c3ccc(N4C(=NC(=O)CCC(=O)O)SC5CS(=O)(=O)CC54)cc3)sc2c1 (configuration not stated)
7	COCCn1c(=NC(=O)c2ccco2)sc2cc(C(=O)OC)ccc21
8	COc1cccc(S(=O)(=O)NCc2ccc(C(=O)N3CCN(c4ccccc4)CC3)cc2)c1
screen / no.	1	2	3	4	5	6	7	8
Apaf-1 inh	28	13	5	-4	2	21	-3	17
SENP8 block-1	20	19	2	-363	7	-446	-424	0
PfGluPho inh	4	0	-2	3	-23	11	-10	-3
HKDC1 inh	4	-6	-2	-9	11	16	1	-4
SENP6 inh	-23	0	-1	-1	-4	5	6	0
SENP1 inh	-86	-2	0	0	-1	-50	-6	0
SENP7 inh	-10	3	3	-4	7	5	1	-6
SENP8 block-2	-15	2	3	7	-13	-2	-7	-7

9	Cc1cccc(C)c1OCCn1nnc2ccccc21
10	Cc1cc(NC(=O)Nc2ccccc2[N+](=O)[O-])n(C)n1
11	O=C(O)c1ccc(Sc2nnc3ccccn23)c([N+](=O)[O-])c1
12	CCOC(=O)C[C@H]1c2cc(C(F)(F)F)ccc2S(=O)(=O)N1C(C)C
13	COc1cc(NC(=O)COC(=O)/C=C/c2ccc(OC)c(OC)c2)cc(OC)c1
14	CN(CC1CCCN(CCc2ccc(F)cc2)C1)C(=O)CCC(F)(F)F (configuration not stated)
15	Cc1ccccc1NC(=O)NC1(C(=O)N2CCCC2)CCCCC1
16	COc1ccccc1C(=O)NC(=O)CSc1nncn1C(C)C
screen / no.	9	10	11	12	13	14	15	16
Apaf-1 inh	4	-4	-26	0	15	-2	-22	-2
SENP8 block-1	17	12	17	16	-296	17	10	4
PfGluPho inh	-14	0	-26	-16	-15	-3	-5	-6
HKDC1 inh	-4	8	-3	-5	0	-6	0	-5
SENP6 inh	3	5	17	2	-4	-5	10	-8
SENP1 inh	4	1	2	3	1	-2	0	2
SENP7 inh	-4	5	5	3	-3	1	0	9
SENP8 block-2	2	-4	1	-9	0	14	2	-16

17	CC(=O)c1cccc(NC(=O)C(C)OC(=O)c2cc(C)oc2C)c1 (configuration not stated)
18	Nc1ccc(S(=O)(=O)N2CCOCCOCCOCCOCCOCC2)cc1
19	COc1ccc(-n2cc(CN3CCCC3)c(-c3cccc(F)c3)n2)cc1
20	Cc1ccc(NC(=O)Cn2cc(C=O)c3ccccc32)cc1C
21	COc1cccc(CN(C)CC(=O)Nc2cc(S(=O)(=O)N3CCCC3)ccc2Cl)c1OC
22	COc1ccc(C)cc1NC(=O)c1nnn(Cc2cccc(C(F)(F)F)c2)c1N
23	O=C(Nc1cccn(Cc2c(Cl)cccc2Cl)c1=O)C1CC1
24	Cc1ccc(CN2C(=O)CSC(C)C2=O)cc1 (configuration not stated)
screen / no.	17	18	19	20	21	22	23	24
Apaf-1 inh	9	-8	-9	8	24	-14	-2	0
SENP8 block-1	1	10	-27	10	-3	9	-93	8
PfGluPho inh	8	-12	-6	14	13	-5	-12	2
HKDC1 inh	-3	-8	-1	-5	-1	-1	15	-3
SENP6 inh	-17	0	-11	5	-7	7	9	-21
SENP1 inh	-3	2	-6	1	1	1	2	2
SENP7 inh	-10	9	-7	-2	3	-5	6	-3
SENP8 block-2	-11	-8	-5	-1	9	4	6	-6

Single records (already shown). Order of values: Apaf-1 inh, SENP8 block-1, PfGluPho inh, HKDC1 inh, SENP6 inh, SENP1 inh, SENP7 inh, SENP8 block-2
`COc1cccc(CN(C)CC(=O)Nc2cc(S(=O)(=O)N3CCCC3)ccc2Cl)c1OC` across the screens: 24, -3, 13, -1, -7, 1, 3, 9
`O=C(Nc1cccn(Cc2c(Cl)cccc2Cl)c1=O)C1CC1` across the screens: -2, -93, -12, 15, 9, 2, 6, 6
`CC(=O)c1cccc(NC(=O)C(C)OC(=O)c2cc(C)oc2C)c1` (configuration not stated) across the screens: 9, 1, 8, -3, -17, -3, -10, -11
`Nc1ccc(S(=O)(=O)N2CCOCCOCCOCCOCCOCC2)cc1` across the screens: -8, 10, -12, -8, 0, 2, 9, -8

Additional records follow.
25	COc1ccc(CCNC(=O)CCCCCN2C(=O)[C@@H]3Cc4ccccc4CN3C2=O)cc1OC
26	CCCn1nnnc1SCC(=O)Nc1sc(C)c(C)c1C#N
27	CN(C)CCNC(=O)C(=O)NCC1OCCN1S(=O)(=O)c1ccc2c(c1)OCCO2 (configuration not stated)
28	O=C(CCc1ccc(Oc2cc([N+](=O)[O-])cc([N+](=O)[O-])c2)cc1)Nc1cccc(Cl)c1
29	Cc1cc(Br)c(S(=O)(=O)n2nnc3ccccc32)cc1C
30	O=C(N/N=C(\CC(=O)c1cccs1)C(F)(F)F)c1cccnc1
31	Cc1cc(=O)n2c3ccccc3n(C)c2n1
32	CCOC(=O)c1ccc(S(=O)(=O)N(CCO)Cc2cc3cc(OC)c(OC)cc3[nH]c2=O)cc1
screen / no.	25	26	27	28	29	30	31	32
Apaf-1 inh	-2	3	-10	.	1	-14	3	-4
SENP8 block-1	4	.	23	25	6	23	-64	-355
PfGluPho inh	6	8	4	15	-5	-12	-14	-4
HKDC1 inh	-4	-5	-4	-5	7	-3	-2	-1
SENP6 inh	-38	-2	-10	.	10	-7	-4	-29
SENP1 inh	1	.	-1	-7	2	10	-5	-8
SENP7 inh	-6	-9	-3	.	6	-1	-4	1
SENP8 block-2	-6	-9	-2	.	7	1	-3	0

33	Cc1ccc(N2C(=O)CC(N3CCN(c4ccccn4)CC3)C2=O)cc1 (configuration not stated)
34	O=C1CC(N2CCN(c3ccccc3)CC2)C(=O)N1c1cccc(Br)c1 (configuration not stated)
35	COc1cc(/C=c2\s/c(=C(/C#N)C(=O)N3CCCC3)n(-c3ccccc3)c2=O)ccc1O
36	Cc1cc(=O)oc2cc(OCC(=O)OCC(=O)NCCc3ccccc3)ccc12
37	COc1cnc(-c2ccccc2)nc1Oc1ccc(Cl)cc1C
38	CC(C)N(C(=O)Cn1c(-c2ccccc2Cl)nc2ccccc21)c1ccccc1
39	O=C(Nc1ncc(Cc2ccccc2)s1)c1cccs1
40	O=C(Nc1ccncc1)C1CCN(S(=O)(=O)c2ccc(Cl)cc2)CC1
screen / no.	33	34	35	36	37	38	39	40
Apaf-1 inh	-5	11	4	2	6	-4	12	5
SENP8 block-1	15	16	-110	-122	12	32	-49	6
PfGluPho inh	-7	-1	-7	-8	9	-2	5	4
HKDC1 inh	-9	-3	-3	2	-1	4	4	-4
SENP6 inh	-4	3	7	-4	-11	-11	53*	-1
SENP1 inh	2	1	-21	3	1	3	-2	-2
SENP7 inh	-8	-8	8	-2	0	0	58*	0
SENP8 block-2	8	-9	9	-11	1	-4	40	7

41	O=C(Cn1cccc1C(=O)c1ccccc1)NCCc1ccc(Cl)cc1
42	O=C(CN1C(=O)c2ccccc2C1=O)NC(Cc1ccccc1)C(=O)O (configuration not stated)
43	O=C(NCC1CCCO1)c1onc(CSc2ccccc2F)c1C(=O)O (configuration not stated)
44	CC(=O)c1c(C)n([O-])c2cc(C)ccc2[n+]1=O
45	O=C(CC1OC(=O)c2ccccc21)NCC1COc2ccccc2O1 (configuration not stated)
46	COc1ccc(COC(=O)CCS(=O)(=O)c2ccc(C)cc2)cc1F
47	COc1cc(/C=C2\SC(=S)N(Nc3ncc(C(F)(F)F)cc3Cl)C2=O)ccc1O
48	COCCn1c(=O)[nH]c2cc(C(=O)N3CCN(c4cc(C)ccc4C)CC3)ccc2c1=O
screen / no.	41	42	43	44	45	46	47	48
Apaf-1 inh	5	.	1	2	5	8	14	5
SENP8 block-1	11	17	16	-209	-11	13	30	-8
PfGluPho inh	6	0	-7	-23	19	-20	1	7
HKDC1 inh	-3	-5	4	-9	-6	5	9	-5
SENP6 inh	-8	.	-6	-4	7	-5	1	-12
SENP1 inh	2	5	1	6	1	3	-16	-1
SENP7 inh	-1	.	1	3	-8	-11	-2	-3
SENP8 block-2	-6	.	-1	-1	3	-12	-17	-3

49	COc1ccc(C(=O)COc2ccc3ccc(=O)oc3c2)c(OC)c1
50	C/C(=N\NC(=O)c1cccnc1)c1nnn(-c2nonc2N)c1C
51	CC(=O)C1CCC2C3CC(C)C4=CC(=O)CCC4(C)C3C(=O)CC12C (configuration not stated)
52	Cn1nc2c(c1C(=O)N1CCCC(C(=O)c3cc(F)ccc3F)C1)CCCC2 (configuration not stated)
53	O=C(Nc1ccc(NC(=O)C2CCCCC2)cn1)c1ccco1
54	CC(C)n1cc(CN2CCC(Oc3ccc(C(=O)N4CCCCC4)cc3)CC2)cn1
55	CCn1nc(C)c(/C=N\NC(=O)c2cccc(OC)c2)c1C
56	CC1(C)CC(NC(=O)COc2ccc3ccccc3c2)CC(C)(C)N1
screen / no.	49	50	51	52	53	54	55	56
Apaf-1 inh	2	-5	.	-16	0	-7	-7	-8
SENP8 block-1	-414	-7	2	23	6	4	-2	14
PfGluPho inh	40	-8	-3	11	-6	-5	1	-14
HKDC1 inh	-8	-4	-4	1	-6	6	-15	7
SENP6 inh	-16	-14	.	-6	15	-10	12	6
SENP1 inh	-22	1	3	0	0	-13	2	0
SENP7 inh	4	6	.	2	19	0	4	2
SENP8 block-2	2	-2	.	2	-11	-6	2	-8

57	Cc1cc(NC(=O)C(C)SCC(=O)Nc2ccc(Br)cc2Br)no1 (configuration not stated)
58	C=CC[n+]1c(C)csc1Nc1cccc(Br)c1
59	NNC(=O)c1cc2ccccc2cc1NS(=O)(=O)c1ccccc1
60	O=C(O)c1ccc(Nc2cccc(F)c2)c([N+](=O)[O-])c1
screen / no.	57	58	59	60
Apaf-1 inh	10	-1	-10	-2
SENP8 block-1	7	19	-157	23
PfGluPho inh	4	3	-6	-23
HKDC1 inh	-1	0	0	3
SENP6 inh	-22	-27	-8	1
SENP1 inh	1	1	-19	2
SENP7 inh	18	3	1	-4
SENP8 block-2	-3	-13	-3	-3

Exported with bars between the fields: three of the compounds above.
cpd | SMILES | Apaf-1 inh | SENP8 block-1 | PfGluPho inh | HKDC1 inh | SENP6 inh | SENP1 inh | SENP7 inh | SENP8 block-2
47 | COc1cc(/C=C2\SC(=S)N(Nc3ncc(C(F)(F)F)cc3Cl)C2=O)ccc1O | 14 | 30 | 1 | 9 | 1 | -16 | -2 | -17
41 | O=C(Cn1cccc1C(=O)c1ccccc1)NCCc1ccc(Cl)cc1 | 5 | 11 | 6 | -3 | -8 | 2 | -1 | -6
19 | COc1ccc(-n2cc(CN3CCCC3)c(-c3cccc(F)c3)n2)cc1 | -9 | -27 | -6 | -1 | -11 | -6 | -7 | -5
